# TDP1 cell CPT = DT40-hTDP1 cell growth loss with CPT. chicken DT40 Tdp1-/-;hTDP1 cells + 20 nM CPT, ATP luminescence, 48 h. Potency, µM (doses to about 46.2 µM), without a hit: at the top dose activity change, negative = growth inhibition, usual class: inhibitors. hit rate 12% among 420,000. AID 686979; further: nearly all actives have a fitted effect of over 55% in size
#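 Chicken DT40 Tdp1-/- cells complemented with human TDP1, 400 cells/well, exposed to compounds plus 20 nM camptothecin for at least 48 h at 37 C; viability read as ATP content by CellTiter-Glo luminescence.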
# GCN5L2 inh = blocks human GCN5L2 histone acetyltransferase; AID 504327; Q92830; Potency, µM (doses to about 58.9 µM), for inactives: at the highest dose activity change, negative = inhibition, hits mostly inhibitors; GCN5L2 HAT assay, ThioGlo1 CoA-SH fluorescence; hit rate 0.21% among 390,000
# Target sequence (Q92830 whole entry, looked up): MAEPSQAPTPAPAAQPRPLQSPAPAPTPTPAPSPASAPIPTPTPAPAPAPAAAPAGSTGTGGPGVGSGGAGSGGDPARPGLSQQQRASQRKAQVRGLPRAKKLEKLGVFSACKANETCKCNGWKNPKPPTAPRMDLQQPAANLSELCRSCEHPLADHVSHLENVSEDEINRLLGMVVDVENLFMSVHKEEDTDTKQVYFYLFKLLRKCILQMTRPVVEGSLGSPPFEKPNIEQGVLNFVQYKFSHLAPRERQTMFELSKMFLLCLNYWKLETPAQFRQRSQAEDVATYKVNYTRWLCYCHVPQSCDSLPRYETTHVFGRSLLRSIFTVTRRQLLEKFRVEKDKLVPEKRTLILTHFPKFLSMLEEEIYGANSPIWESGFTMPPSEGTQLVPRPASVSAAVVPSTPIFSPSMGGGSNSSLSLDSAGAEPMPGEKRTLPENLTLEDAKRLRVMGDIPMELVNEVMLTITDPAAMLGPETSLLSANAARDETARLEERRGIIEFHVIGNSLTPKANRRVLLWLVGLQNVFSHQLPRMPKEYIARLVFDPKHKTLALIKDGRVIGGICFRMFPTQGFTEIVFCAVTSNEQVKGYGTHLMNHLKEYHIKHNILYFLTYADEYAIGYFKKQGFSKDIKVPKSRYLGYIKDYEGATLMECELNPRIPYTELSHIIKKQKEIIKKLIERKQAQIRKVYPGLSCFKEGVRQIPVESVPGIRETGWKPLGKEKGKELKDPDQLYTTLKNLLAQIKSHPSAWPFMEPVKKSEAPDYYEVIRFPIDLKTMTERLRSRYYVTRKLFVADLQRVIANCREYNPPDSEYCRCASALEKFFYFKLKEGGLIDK
#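 ThioGlo1-coupled HAT assay: 20nM GCN5L2, 70uM acetyl-CoA, 75uM H3(1-25) peptide, pH 7.5. Fluorescence read at 340/540nm at start and after 20 min at room temperature.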
# DT40 TDP1 no CPT = qHTS for Inhibitors of human tyrosyl-DNA phosphodiesterase 1 (TDP1): qHTS in cells in absence of CPT; Potency, µM (doses to about 46.2 µM), for the others: at the highest dose activity change, negative = growth inhibition, most hits filed as inhibitors; AID 686978, 2013; DT40 Tdp1-/- hTDP1 cells, no CPT, ATP luminescence, 48 h; hit rate 15% among 420,000; further: nearly all actives have a fitted effect of over 55% in size
#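 Readout: luminescence from CellTiter-Glo after 30 min in the dark at RT. Cells: DT40 Tdp1-/- with stable hTDP1, 400/well. Exposure: compounds alone, ≥48 hr, 37 °C.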
# The depositor's hits bear a star; ? = inconclusive; . = not tested or not shown; & = joins results of further samples; [ ] = another dose, or the depositor's remark. The call rests on the fitted dose curve; in most records, active means well fitted curve in the direction sought with a large enough effect; inconclusive means small, poorly fitted or top-dose-only effect, or another doubt; inactive means no such curve, though single readings can be large; an effect the other way counts as inactive or inconclusive. On the % scale 0 is the no-effect control and ±100 the full control effect; potency means the concentration at half of the fitted maximal effect.
# Every second line gives: TDP1 cell CPT	GCN5L2 inh	DT40 TDP1 no CPT
CSc1nnc(C)c(=O)n1COC(=O)COc1ccccc1C
→ ?	9%	?
Cc1ccc(OCC(=O)Nc2ccc(C)c(S(=O)(=O)N3CCCCCC3)c2)c([N+](=O)[O-])n1
→ ?	-3%	?
COc1ccc(-c2nn3c(-c4ccccn4)nnc3s2)cc1OC
→ ?	-3%	-22%
CCCSc1ncccc1C(=O)O
→ 2%	-5%	-17%
C1CN(CC23CC4CC(CC(C4)C2)C3)CCO1
→ -21%	-1%	16µM*
CC1(C)NC(=O)N(CC(=O)N2CCN(c3cccc(C(F)(F)F)c3)CC2)C1=O
→ ?	2%	?
Cc1ccc(N2C(=O)CC(N3CCN(S(=O)(=O)c4ccccc4)CC3)C2=O)c(C)c1 (stereo unspecified)
→ -1%	-5%	-6%
Cc1ccc(Cl)cc1NC(=O)c1ccc2snnc2c1
→ -17%	-4%	-8%
Cc1cc(C)cc(NC(=O)Nc2ccc(-n3ccc(C(F)(F)F)n3)cc2)c1
→ ?	-1%	21µM*
CCN(CC)CCCNC(=O)Cn1nc(N2CCN(c3ccccc3OC)CC2)ccc1=O
→ -28%	3%	?
COC(=O)c1c(NC(=O)CN2CCN(c3ccccc3Cl)CC2)sc(C)c1C
→ ?	24%	?
Cc1ccccc1NS(=O)(=O)c1ccc(C(=O)N2CCN(c3ccccc3O)CC2)cc1
→ 12µM*	-4%	15µM*
Cc1noc(C)c1COc1ccc(C(=O)OCC(=O)c2ccc3c(c2)OCCO3)cc1
→ -2%	0%	10%
Clc1ccc2[nH]c3c(NCCN4CCOCC4)ncnc3c2c1
→ -20%	-22%	?
COc1cc(OC)c(C(=O)CCCCN2CCC3(CC2)NC(=O)NC3=O)cc1NS(=O)(=O)c1ccc(C(F)(F)F)cc1
→ ?	-4%&-12%	?
Fc1ccc(-c2nc(-c3cccs3)no2)cc1
→ -15%	2%	14%
CCCCCCC1CCC(C(=O)N2CCOCC2)CC1 (stereo unspecified)
→ ?	-13%	?
O=C(CN1C(=O)CCSc2ccc(S(=O)(=O)N3CCCC3)cc21)NCc1ccccc1Cl
→ 1%	2%	18%
COc1cc(/C=C(\NC(=O)c2ccccc2)C(=O)N2CC3CC(C2)c2cccc(=O)n2C3)cc(OC)c1OC (stereo unspecified)
→ -6%	-21%	3%
COc1cccc(-c2nc3ccccc3s2)c1O
→ 2%	-1%	-3%
Cc1cc(Cl)c2ccccc2n1
→ 23%	2%	-10%
CC(C)c1ccc(NC(=O)N2CCN(c3ccc(Cl)c(Cl)c3)CC2)cc1
→ ?	0%	0.92µM*
CCOC(=O)N1CCN(C(=O)/C=C/c2ccc(OC)cc2)CC1
→ -5%	-7%	3%
CCOc1ccc(CNC(=O)c2sc3nc(C)cc(C)c3c2-n2cccc2)cc1
→ ?	-9%	?
COc1ccc(CNC(=O)Cc2c(C)c3c(cc(C)c4c(C)c(C)oc43)oc2=O)cc1OC
→ -1%	3%	-16%
O=C(Cn1cnc([N+](=O)[O-])c1)Nc1ccc(F)c(Cl)c1
→ -2%	-2%	3%
O=C(c1ccc(Cl)cc1)N1CCN(CCOc2ccccc2)CC1
→ 0%	6%	-12%
Cc1ccnc2nc(C(=O)OCC(=O)NC3CCCC(C)C3C)nn12 (stereo unspecified)
→ -20%	-5%	1.5µM*
COc1ccc(COc2ncnc3ccc(Br)cc23)cc1F
→ -5%	-5%	-29%
O=C(COc1ncnc2ccccc12)NCc1ccco1
→ 9%	-11%	2%
Cc1ccc(CN=c2c([N+](=O)[O-])nn(-c3ccc(Cl)cc3)n2O)cc1
→ ?	-27%	?
COc1ccc(C(=O)C(C)Sc2nnc(C3CC3)n2C2CC2)cc1 (stereo unspecified)
→ -21%	2%	2%
CCOC(=O)c1c(NC(=O)c2ccc(Br)cc2)sc2c1CCCC2
→ 13%	-17%	-17%
Cc1ccc(CCNC(=O)c2sc3nc4n(c(=O)c3c2C)CCCC4)cc1
→ ?	-7%	?
Cc1c(/C=C2\NC(=O)NC2=O)c2ccccc2n1C
→ 5%	-19%	-13%
COc1ccc(S(=O)(=O)c2nnn(-c3ccc(C)c(Cl)c3)c2C)cc1
→ ?	-11%	?
COC(=O)c1ccc(Cn2c(C)cc(C)[n+]2C)o1
→ 0%	1%	-1%
COC(=O)CN1C(=O)CSc2ccc(S(=O)(=O)Nc3cccc(Br)c3)cc21
→ -20%	0%	?
CNc1ccc(S(=O)(=O)NCC(=O)OCC(=O)Nc2cccc(Cl)c2Cl)cc1[N+](=O)[O-]
→ -4%	4%	-20%
CCOc1cc(C2C(C(=O)OC)=CN(C3CCCC3)C=C2C(=O)OC)cc(Br)c1O
→ -13%	-19%	-11%

# Given as tab-separated lines: entries from further up.
SMILES	TDP1 cell CPT	GCN5L2 inh	DT40 TDP1 no CPT
COC(=O)c1ccc(Cn2c(C)cc(C)[n+]2C)o1	0%	1%	-1%
COC(=O)CN1C(=O)CSc2ccc(S(=O)(=O)Nc3cccc(Br)c3)cc21	-20%	0%	?
CNc1ccc(S(=O)(=O)NCC(=O)OCC(=O)Nc2cccc(Cl)c2Cl)cc1[N+](=O)[O-]	-4%	4%	-20%
CCOc1cc(C2C(C(=O)OC)=CN(C3CCCC3)C=C2C(=O)OC)cc(Br)c1O	-13%	-19%	-11%

# (list continues)
# Every second line gives: TDP1 cell CPT	GCN5L2 inh	DT40 TDP1 no CPT
C[C@H](CO)N1C[C@H](C)[C@@H](CN(C)Cc2ccc(C(=O)O)cc2)Oc2ncc(-c3ccc(C(=O)N(C)C)cc3)cc2C1=O
→ 10%	.	-16%
C(=C\c1ccnc2ccccc12)/c1ccc(N2CCOCC2)cc1
→ 1.8µM*	.	1.3µM*
CCOc1cccc(/C=N/NC(=S)Nc2cc(S(=O)(=O)N3CCOCC3)ccc2N2CCOCC2)c1O
→ 5.8µM*	-2%	5.8µM*
COc1cc(CN(C(=O)Nc2ccccc2)c2ccccn2)cc(OC)c1OC
→ -26%	-14%	?
CC(C)(C)c1ccc(C(=O)NNC(=O)CCC(=O)Nc2ccccc2)cc1
→ -26%	-4%	11%
Cc1ccc(OCC(=O)NCCNC(=O)c2ccccn2)cc1
→ -18%	6%	-8%
CCOC(=O)C1=CCN(S(=O)(=O)c2ccccc2C)C1c1ccc(Cl)cc1 (stereo unspecified)
→ ?	.	15µM*
O=C(N1CCCCCC1)N1CCN(C(=O)N2CCCCC2)CC1
→ -4%	-4%	-1%
O=C(Nc1nnc(CCc2ccccc2)s1)c1cccs1
→ 4%	-7%	-4%
O=C(Cc1cccc2ccccc12)Nc1nc(-c2cccc([N+](=O)[O-])c2)cs1
→ ?	-2%	?
COC(=O)[C@@]12C[C@@H](CC(=O)N3CCCC3)C(=O)N(Cc3ccco3)C1=CCC(C)(C)C2
→ ?	.	16µM*
O=C(CSc1ccccc1F)NC(=O)NC1CCCC1
→ ?	.	?
N#CC1=C(O)C(c2ccccc2)n2c1nc(=O)c1ccccc12 (stereo unspecified)
→ 1%	-14%	?
O=[N+]([O-])c1ccc(O)c(-c2ccnc3cc(-c4ccccc4)nn23)c1
→ ?	0%	?
CCOc1ccccc1N(CC)C(=O)c1cc2ccc3cccnc3c2[nH]1
→ 5.8µM*	12%	5.8µM*
O=C(COC(=O)c1cccc(F)c1)NCCC1=CCCCC1
→ 2%	-3%	-17%
CCN(CC(=O)Nc1ccc(NC(C)=O)cc1)C(=O)COc1ccc2ccccc2c1
→ -1%	-3%	0%
Cc1sc(NC(=O)CCCC(=O)O)c(C#N)c1C
→ -1%	-17%	-16%
Cc1ccc(C2NC(=S)NC3=C2N2CCC3CC2)cc1 (stereo unspecified)
→ 0%	-6%	2%
N#C/C(=C\c1ccc[nH]1)S(=O)(=O)c1ccccc1
→ -18%	-6%	-2%
CCN1CCN(c2ccc(S(=O)(=O)N3CCOCC3)cc2NC(=O)c2ccc(F)cc2Cl)CC1
→ ?	-4%	?
CCCN(CCC)CC(O)COc1ccccc1C(=O)Nc1ccccc1 (stereo unspecified)
→ -16%	-3%	?
Cc1cc(C)cc(NC(=O)CSc2ccc(-c3ccccn3)nn2)c1
→ 16µM*	-1%	?
CN(Cc1ccccc1)c1nc2c(c(=O)[nH]c(=O)n2C)n1Cc1ccccc1F
→ ?	-3%	?
Nn1cnnc1SCC(=O)Nc1ccc2c(c1)OCCO2
→ -15%	-2%	-5%
O=C(CSCc1ccc(Cl)cc1)NCc1ccc2c(c1)OCO2
→ 0%	.	-17%
O=C(NCc1cccs1)C1CCN(c2nccs2)CC1
→ ?	3%	-8%
COC(=O)[C@H](CCSC)NS(=O)(=O)c1ccccc1Br
→ 2%	-4%	-8%
CCOC(=O)c1sc(=S)n(CC)c1NC(=O)C1CC1
→ 31%[activator]	-4%	-22%
O=C(CSc1nnc(Cc2cccs2)n1Cc1ccco1)Nc1ccc(Cl)cc1Cl
→ ?	-11%	?
S=C(NCCc1ccc(Cl)cc1)Nc1ccc(Cl)cc1Cl
→ ?	5%	?
CCNCc1cc(Cl)cc(OC)c1OC(C)C
→ 3%	0%	?
O=C(O)c1ccc2c(=O)n3c(nc2c1)/C(=C/c1ccccc1Br)CC3
→ -6%	-5%	-20%
Fc1ccc(CCNC(=S)Nc2ccc(F)c(Cl)c2)cc1
→ 18µM*	-6%	?
c1ccc2c(c1)CCN(c1ncnc3nc[nH]c13)C2
→ ?	-1%	?
CCOC(=O)c1cc2c(N)c(C(=O)c3ccc(Br)cc3)sc2[nH]c1=O
→ -17%	-2%	-8%
CCc1nnc(NC(=O)C2CC(=O)N(c3ccc(C)cc3)C2)s1 (stereo unspecified)
→ -11%	-17%	-14%
Cc1cc(C)cc(NC(=O)Cn2nnc(C(=O)NCc3cccs3)c2N)c1
→ -21%	-23%	5%
O=C(Cc1ccc(Cl)cc1)NCCN1CCCC1
→ -7%	-9%	-19%
COc1ccc(Br)cc1CNC(=O)Cn1c(=O)c2cccn2c2ccc(F)cc21
→ 4.6µM*	-8%	13µM*
COc1cc(C=O)ccc1OCCOCCOc1ccc(Cl)cc1
→ ?	0%	?
C=CCOC(=O)N1CCC2CC1c1cc(-c3ccc(OC)cc3)ccc12 (stereo unspecified)
→ ?	.	16µM*
Cc1cc(C)n(-c2ccc(C(=O)NCC(=O)Nc3cc(Cl)ccc3Cl)cc2)n1
→ -18%	-3%	?
CCOC(=O)c1c(NC(=O)c2ccc(Cl)s2)sc(C)c1C
→ 6%	-21%	-1%
COc1ccc(CNC(=O)Cn2nc3c(cc2=O)CCCC3)cc1
→ -9%	1%	-16%
Cc1ccc(S(=O)(=O)N(C)C)cc1NC(=O)CCc1c[nH]c2ccccc12
→ -3%	2%	?
O=C(Nc1nnc2n1CCS2)c1ccc(Br)o1
→ -8%	-5%	-1%
Cc1cccc(Oc2ccc(NC(=O)c3ccccc3C(=O)O)cc2)c1
→ 1%	4%	4%
Cc1ccc(C)c(NC(=O)c2ccccc2O)c1
→ 8.2µM*	-7%	9.2µM*
CCC(NC(=O)C1CCCC1)c1ccc(C)cc1 (stereo unspecified)
→ -15%	-8%	-3%
CCCCn1c(N)c(N(CCOC)C(=O)c2cccc(S(=O)(=O)N3CCCCC3)c2)c(=O)[nH]c1=O
→ -3%	-12%	5%
COc1ccc(-c2cc(C3CCNCC3)[nH]n2)cc1
→ ?	27%	?
O=C(O)c1cc2c(ccc3ccccc32)[nH]1
→ -14%	-4%	-8%
COc1cccc2cc(C(=O)N3CC(C)OC(C)C3)c(=O)oc12 (stereo unspecified)
→ 7%	-3%	12%
Cc1ccc(C)c(Cn2c(SCC(=O)NCc3ccccc3)nc3ccccc32)c1
→ ?	-2%	18µM*
CSc1ncccc1C(=O)N(C)CC(=O)Nc1ccc(Cl)c(C(F)(F)F)c1
→ ?	-1%	?
CC(C)n1nnnc1C1c2ccccc2C(=O)N1Cc1cccnc1 (stereo unspecified)
→ -5%	.	-17%
COc1cccc(-c2cnc(C(O)c3ccc(Cl)cc3)[nH]2)c1 (stereo unspecified)
→ 26µM*	.	?
Cc1cc(F)ccc1S(=O)(=O)NCC(c1ccco1)S(=O)(=O)c1cccs1 (stereo unspecified)
→ ?	-9%	?
N#Cc1c(SCC(=O)Nc2ccccc2)nsc1SCC(=O)Nc1ccccc1
→ -13%	-10%	-19%
COc1ccc(C(=O)C[C@@H]2OC[C@H](C(C)C)N2S(=O)(=O)c2ccc(C)cc2)cc1OC
→ ?	.	?
O=C(Nc1nccs1)c1ccc(Br)s1
→ -18%	-2%	29%
COc1ccc(C2C(C(C)=O)=C(C)N=c3s/c(=C\c4cc(C)n(C)c4C)c(=O)n32)c(OC)c1 (stereo unspecified)
→ ?	-8%	?

# High-throughput results as filed in PubChem BioAssay.
